# B2AR arrestin – qHTS assay of beta-arrestin-biased ligands of beta2-adrenergic receptor. Potency, µM (titrated, usually from 46.1 µM), for the others: at the highest dose activation, hits mostly activators. AID 492947, 2010. Beta-2 adrenergic receptor (Homo sapiens), P07550. beta-arrestin recruitment to beta2AR, cell-based reporter. 330,000 compounds, 0.02% hits;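 note: potency is the fitted concentration of half-maximal effect; 0% = DMSO controls and full agonism = EC100 isoproterenol or metaproterenol; nearly all actives have a fitted effect of over 65% in size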
# BCR signal inh – qHTS Assay to Find Inhibitors of Chronic Active B-Cell Receptor Signaling. ABC-DLBCL IkBa-CBG/CBR reporter, luminescence ratio, 4 h. AID 493014, 2011. Potency, µM (top dose mostly 46.1 µM), without a hit: top-dose ratio change, negative = lower green/red ratio, usual class: inhibitors. 340,000 compounds, 0.05% hits; active = well fitted inhibition curve with a large enough effect in the signal ratio, with a control signal flat, not every such curve was filed as active; inconclusive = small, poorly fitted or top-dose-only effect, or effect the other way, or a change in a side signal; the % refers to the signal ratio;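 note: potency is the fitted concentration of half-maximal effect; plate controls were basal doxycycline-induced cells for no effect and cells given 10 µM MG132 for full effect; MG132 reads +100%, hits lower the ratio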
#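 TMD8 human ABC-DLBCL cells with doxycycline-inducible IκBα–green luciferase fusion and unfused red luciferase, in 0.5% FBS medium; compounds up to 46 uM, 4 h at 37C. Green/red luminescence ratio, filter-overlap corrected, fitted to concentration-response curves.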
# Mito fusion yeast – qHTS Assay for Small Molecule Inhibitors of Mitochondrial Division or Activators of Mitochondrial Fusion; S. cerevisiae fusion-defective mutant growth rescue, CellTiterGlo 48 h; Potency, µM (series often up to 46.1 µM), inactives show at the top dose growth rescue (activation), usual class: activators; 320,000 compounds, 0.23% hits; AID 485298, 2010;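 note: potency is the fitted concentration of half-maximal effect; % of control where 0% means no effect; nearly all actives have a fitted effect of over 45% in size; temperature-sensitive fusion mutants such as fzo1-1 at 37 °C on non-fermentable ethanol glycerol medium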
#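 Growth-rescue viability read-out: after 48 h at the non-permissive 37C in glycerol/ethanol YPEG, yeast mitochondrial fusion mutants are measured by CellTiterGlo luminescence; compounds (23 nl pinned per well) restoring growth score as division inhibitors or fusion activators.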
# Tb PFK block – qHTS Assay to Find Inhibitors of T. brucei phosphofructokinase; ATP-dependent 6-phosphofructokinase (Trypanosoma brucei brucei), O15648; AID 485367, 2010; T. brucei PFK, ADP-Glo luminescence; 330,000 compounds, 0.17% hits; Potency, µM (series often up to 57.5 µM), without a hit: at the top dose activity, negative = inhibition, hits mostly inhibitors;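 note: potency is the fitted concentration of half-maximal effect; 0% = uninhibited 1x PFK enzyme wells and -100% = no-enzyme wells; nearly all actives have a fitted effect of over 60% in size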
#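 Luminescent ADP detection (ADP-Glo, two-step: ATP depletion then ADP-to-ATP conversion for luciferase) reported PFK activity after 45 min room-temperature reaction of 1.25 nM enzyme with 0.5 mM F6P and 0.1 mM ATP at pH 8.0.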
# USP2a inh – qHTS Assay for Inhibitors of Ubiquitin-specific Protease USP2a Using CHOP2 as the Reporter; 330,000 compounds, 0.01% hits; Potency, µM (titrated, usually from 38.3 µM), for inactives: at the top dose activity change, negative = inhibition, usual class: inhibitors; Ubiquitin carboxyl-terminal hydrolase 2 (Homo sapiens), O75604; USP2 core, Ub-CHOP2 coupled fluorogenic reporter, 485/531;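 note: potency is the fitted concentration of half-maximal effect; plate controls were DMSO wells for no effect and full inhibition by NEM control for full effect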
# Target sequence (O75604 whole entry, looked up): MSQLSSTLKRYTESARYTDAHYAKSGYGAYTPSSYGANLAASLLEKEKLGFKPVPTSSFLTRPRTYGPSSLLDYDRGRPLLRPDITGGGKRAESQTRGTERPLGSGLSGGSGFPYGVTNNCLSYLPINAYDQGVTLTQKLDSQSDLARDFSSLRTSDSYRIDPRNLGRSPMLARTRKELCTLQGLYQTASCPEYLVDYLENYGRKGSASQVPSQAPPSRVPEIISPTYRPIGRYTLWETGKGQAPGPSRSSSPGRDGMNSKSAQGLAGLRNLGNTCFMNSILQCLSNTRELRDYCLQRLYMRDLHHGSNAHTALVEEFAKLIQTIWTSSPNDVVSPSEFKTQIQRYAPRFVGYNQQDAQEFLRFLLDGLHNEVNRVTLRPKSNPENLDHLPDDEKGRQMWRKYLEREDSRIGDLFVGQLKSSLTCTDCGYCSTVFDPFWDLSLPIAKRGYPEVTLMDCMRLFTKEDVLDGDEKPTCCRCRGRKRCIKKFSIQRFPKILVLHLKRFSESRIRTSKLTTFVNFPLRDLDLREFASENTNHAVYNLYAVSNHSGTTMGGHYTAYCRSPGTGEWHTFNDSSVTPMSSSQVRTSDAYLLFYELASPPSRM
#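 Cell-free coupled assay: 10nM USP2 core preincubated 30min RT with compound in Tris-HCl pH 8.0/CaCl2/CHAPS buffer, then 25nM Ub-CHOP2 and 25nM reporter substrate; fluorescence (Ex 485/Em 531) read after 60min RT, normalized to NEM inhibition, concentration-response curves fitted.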
# uPA surface inh – qHTS for Inhibitors of Cell Surface uPA Generation. 330,000 compounds, 0.31% hits. Potency, µM (titrated, usually from 38.3 µM), for the others: top-dose activity change, negative = inhibition, most hits filed as inhibitors. cell surface uPA generation assay, qHTS. AID 540303, 2011; active = well fitted inhibition curve with a large enough effect; inconclusive = small, poorly fitted or top-dose-only effect; inactive = no such curve, though single readings can be large or run the other way; tested in mouse RAW 264.7 cells; note: potency is the fitted concentration of half-maximal effect; % is set by controls: 0 for no effect and ±100 for the full control effect; nearly all actives have a fitted effect of over 55% in size
# TCR activator – Activators of T cell receptors: qHTS campaign; primary human leukocytes, anti-CD3, IL-2 HTRF, 48 h; Potency, µM (highest dose often 9.22 µM), inactives show top-dose activation of IL-2 secretion, usual class: activators; 330,000 tested, under 10 active; note: % of control where 0% means no effect
#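 HTRF read-out of IL-2 secretion: europium cryptate donor excited at 320nm, d2 acceptor emission at 665nm. Cells were primary human leukocytes incubated 48 hr with compounds and a-CD3 beads, supplying TCR signal only.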
# Eya2 inh – qHTS Assay for Inhibitors of the Phosphatase Activity of Eya2; Potency, µM (titrated, usually from 76.9 µM), without a hit: at the highest dose activity, negative = inhibition, usual class: inhibitors; Protein phosphatase EYA2 (Homo sapiens), O00167; 330,000 compounds, 0.006% hits; recombinant Eya2, OMFP fluorescence dephosphorylation (OMFP is methylfluorescein phosphate); note: potency is the fitted concentration of half-maximal effect; % is set by controls: 0 for no effect and ±100 for the full control effect
#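 Eya2 protein (added as 0.2 uM solution) was preincubated with compound for 10 min at ambient temperature in 50 mM HEPES pH 7.5, 50 mM NaCl, 5 uM MgCl2, 0.05% BSA, 1 mM DTT. OMFP (added at 50 uM) then reacted 10 min; fluorescence read at 485/525 nm.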
# ELG1 repair inh – qHTS screen for small molecules that inhibit ELG1-dependent DNA repair in human embryonic kidney (HEK293T) cells expressing luciferase-tagged ELG1; HEK293T ELG1-luciferase reporter, luminescence, 16 h; DNA damage induced by 5-fluorouridine; Potency, µM (series often up to 46.1 µM), for the others: at the highest dose activity change, negative = inhibition, actives largely listed as inhibitors; 330,000 compounds, 2.3% hits; AID 504467, 2011; note: potency is the fitted concentration of half-maximal effect; % is set by controls: 0 for no effect and ±100 for the full control effect; nearly all actives have a fitted effect of over 55% in size
#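 Quantitative HTS, concentration-response format. 2,000 cells/well co-treated with 5-fluorouridine and compound, 16 hr in 5% CO2 at 37 °C; ONE-Glo luminescence read after 30 min.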
# TSHR antagonist – Antagonists of the Thyroid Stimulating Hormone Receptor: HTS campaign | Thyrotropin receptor (Homo sapiens), P16473 | TSHR-expressing cells, TSH-stimulated cAMP HTRF, 2 h; hits give low values | activity change, negative = inhibition, % at 11.5 µM | 330,000 compounds, 0.2% hits | AID 504810, 2011;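 active = activity change below a set negative limit, meaning inhibition stronger than a set level, cut at about -70% in these data; inconclusive = activity change between two set negative limits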; note: % is set by controls: 0 for no effect and ±100 for the full control effect
#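 Freshly harvested TSHR cells receive pin-tooled compound, then EC80 TSH at 4nM final. After 2 hours at 37 deg C, antibody in lysis buffer and cAMP-d2 are added; 30 minutes at ambient temperature precede the HTRF read.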
# PTAP TSG101 blk – qHTS Assay for Iinhibitors of HIV-1 Budding by Blocking the Interaction of PTAP/TSG101; Fluorescence polarization, FITC-PTAP peptide / Tsg101 binding; Potency, µM (series often up to 115 µM), inactives show at the highest dose activity change, negative = inhibition, actives largely listed as inhibitors; Tumor susceptibility gene 101 protein (Homo sapiens), Q99816; 340,000 tested, under 10 active; active = well fitted inhibition curve with a large enough effect in the main read-out, with a control signal flat, not every such curve was filed as active; inconclusive = small, poorly fitted or top-dose-only effect, or effect the other way, or a change in a side signal; inactive = no such curve, though single readings can be large or run the other way; note: potency is the fitted concentration of half-maximal effect; % of control where 0% means no effect
# Target sequence (Q99816 whole entry, looked up): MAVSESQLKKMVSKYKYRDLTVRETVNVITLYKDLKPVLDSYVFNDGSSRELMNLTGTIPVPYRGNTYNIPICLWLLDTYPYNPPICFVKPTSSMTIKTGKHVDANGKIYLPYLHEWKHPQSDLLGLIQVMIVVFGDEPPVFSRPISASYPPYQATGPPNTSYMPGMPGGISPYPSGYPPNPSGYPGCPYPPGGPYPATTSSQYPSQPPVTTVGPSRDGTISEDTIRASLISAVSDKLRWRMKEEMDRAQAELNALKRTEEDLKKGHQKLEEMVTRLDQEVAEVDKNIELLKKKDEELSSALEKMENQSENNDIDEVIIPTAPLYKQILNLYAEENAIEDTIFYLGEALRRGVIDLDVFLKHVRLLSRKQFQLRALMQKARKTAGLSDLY
#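 Compounds were pin-transferred onto Tsg101 binding domain (10 uM final) in HEPES pH 7.5 buffer, then FITC-PTAP peptide was added at 50 nM final. After 20 min at RT, polarization reported peptide displacement across a qHTS concentration series.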
# * marks the source's active call; other numbers are inactive results; ? = inconclusive; nt = no result given; [ ] = remark or other dose. Unless noted, calls come from the whole dose curve; as a rule, active = well fitted curve in the direction sought with a large enough effect; inconclusive = small, poorly fitted or top-dose-only effect, or another doubt; inactive = no such curve, though single readings can be large; an effect the other way counts as inactive or inconclusive.
# The first 2 compounds, to show the layout:
# Under each structure – B2AR arrestin	BCR signal inh	Mito fusion yeast	Tb PFK block	USP2a inh	uPA surface inh	TCR activator	Eya2 inh	ELG1 repair inh	TSHR antagonist	PTAP TSG101 blk
(1) CC12CCC(C(=O)N3CCOCC3)([C@H](Br)C1=O)C2(C)C (stereo partly specified)
→ 0.3%	-3%	0%	-3%	0%	2%	-1%	-2%	0%	-3	-3%
(2) CC1=C(C)CC(C(=O)NCC(=O)c2ccccc2)C(C(=O)O)C1 (stereo unspecified)
→ 0.5%	0%	1%	-4%	5%	-7%	nt	15%	?	1	-4%

# The list itself (from the top)
# Under each structure – B2AR arrestin	BCR signal inh	Mito fusion yeast	Tb PFK block	USP2a inh	uPA surface inh	TCR activator	Eya2 inh	ELG1 repair inh	TSHR antagonist	PTAP TSG101 blk
(1) CC12CCC(C(=O)N3CCOCC3)([C@H](Br)C1=O)C2(C)C (stereo partly specified)
→ 0.3%	-3%	0%	-3%	0%	2%	-1%	-2%	0%	-3	-3%
(2) CC1=C(C)CC(C(=O)NCC(=O)c2ccccc2)C(C(=O)O)C1 (stereo unspecified)
→ 0.5%	0%	1%	-4%	5%	-7%	nt	15%	?	1	-4%
(3) C=CCOc1c(CNc2cccc(C(=O)O)c2)cccc1OC
→ 0.0%	?	4%	-3%	-3%	-4%	-8%	19%	?	5	-11%
(4) CC1(C)CC(=O)C2=C(C1)OC(N)=C(C#N)C2c1ccc(OC(=O)N2CCOCC2)cc1 (stereo unspecified)
→ 0.4%	?	0%	1%	2%	1%	-2%	-15%	20%	-6	-5%
(5) CCCc1cc(=O)oc2cc3oc(C)c(C)c3cc12
→ -0.4%	-4%	9%	1%	5%	-3%	-1%	7%	4%	1	5%
(6) C(=N\Nc1nc(N2CCCCC2)nc(N2CCCCC2)n1)/c1c[nH]c2ccccc12
→ -0.1%	-7%	21%	-2%	-5%	?	14%	3%	?	-7	-5%
(7) CCc1ccccc1NC(=O)c1nnn(CC(=O)Nc2cccc(C)c2)c1N
→ 0.2%	14%	1%	-5%	-1%	8%	1%	8%	1%	34	-4%
(8) Cc1noc(C)c1C(=O)N1CCN(S(=O)(=O)c2cccc(Cl)c2Cl)CC1
→ 0.3%	-11%	3%	0%	1%	-6%	-7%	-16%	0%	0	-2%
(9) CN(C)C1=NC[C@H](Cc2ccccc2)N1CCc1cccc(F)c1
→ 0.2%	0%	-8%	0%	1%	-18%	-79%	-16%	-7%	7	1%
(10) Cc1ccc(Cn2nc(C)c(C(=O)N3CCN(S(=O)(=O)/C=C/c4ccccc4)CC3)c2C)cc1
→ 0.4%	?	3%	3%	1%	-17%	4%	8%	?	10	-4%
(11) CCN1CCN(CCC(=O)Nc2ccccc2OC)CC1
→ 0.0%	-6%	1%	1%	1%	7%	-2%	4%	10%	6	-5%
(12) CCCc1nnc(NS(=O)(=O)c2ccc(OC)cc2)s1
→ -0.5%	-1%	-5%	0%	3%	2%	-1%	-2%	12%	-3	-1%
(13) CCCC(C(=O)NC1CCCC1)N(C(=O)Cn1nnc(-c2ccc(C)o2)n1)c1ccccc1OC (stereo unspecified)
→ -0.4%	0%	0%	-2%	-1%	nt	-1%	-3%	-2%	0	-4%
(14) CCOC(=O)C(NC(=O)Nc1cccc(C)n1)(OCC(F)(F)F)C(F)(F)F (stereo unspecified)
→ -1.0%	-1%	-3%	1%	-1%	-2%	nt	8%	0%	2	-7%
(15) NC(=O)CSc1nnc(CNc2cccc(Cl)c2)n1CCc1ccccc1
→ -0.6%	-2%	-2%	-6%	5%	-3%	nt	-2%	-10%	-2	-3%
(16) CCN1CCN(c2cc(=O)n(C3CCCCC3)c(=O)[nH]2)CC1
→ 0.0%	2%	1%	-11%	-2%	5%	-5%	11%	0%	5	-2%
(17) O=C(c1ccc2c3c(cccc13)CC2)N1CCOCC1
→ -0.4%	-3%	-2%	5%	2%	5%	7%	3%	12%	32	-6%
(18) O=C(Cn1cnc2c(nnn2Cc2ccccc2F)c1=O)NCC1CCCO1 (stereo unspecified)
→ 3.3%	?	-5%	0%	1%	5%	0%[46.1 µM]	-18%	6%	-6	1%
(19) CC(=O)OCC(=O)Nc1ccc([N+](=O)[O-])cc1Cl
→ -0.3%	?	15%	-5%	0%	-1%	0%	15%	17%	-3	-1%
(20) Cc1ccc(/C=C2/Sc3ccc(C(=O)NCc4ccccn4)cc3NC2=O)cc1
→ 0.3%	?	-2%	-5%	-1%	9%	7%	7%	18%	4	0%
(21) COCCCNC(=O)C1CCN(C(=O)c2oc3cc4sc(N(C)C)nc4cc3c2C)CC1
→ 0.3%	-21%	-5%	-7%	1%	-1%	-3%	1%	?	3	-5%
(22) C=CCN(C)CCCNC(=O)/C=N/O
→ 0.5%	-1%	6%	8%	9%	nt	0%[46.1 µM]	3%	9%	3	nt
(23) COc1cccc(-c2ccc(SCC(=O)NC3CCCCC3)nn2)c1
→ -0.7%	-3%	-1%	-1%	3%	?	5%	6%	-20%	-4	-1%
(24) Cc1cccc(-c2nc(CS(=O)CC(=O)N3CCc4ccccc4C3)c(C)o2)c1 (stereo unspecified)
→ 0.2%	11%	3%	1%	2%	-12%	-8%	2%	-23%	13	-5%
(25) O=C(CCSc1nnc(-c2ccncc2)o1)Nc1ccc(Cl)cc1
→ -1.0%	?	4%	-5%	-1%	1%	9%	-20%	?	-5	-9%
(26) O=Cc1c(-c2ccc(F)cc2)nc2ccccn12
→ 0.1%	3%	6%	-5%	-2%	-9%	5%	-8%	?	8	2%
(27) CCN(CC)C1CCCCC1NS(=O)(=O)c1ccc(Cl)cc1 (stereo unspecified)
→ -1.8%	6%	-3%	-5%	1%	-3%	-12%	-2%	8%	12	0%
(28) Cn1ncc(Cl)c1C(=O)N1CCN(c2ncccn2)CC1
→ 0.4%	-5%	-2%	-5%	3%	15%	5%	5%	-5%	-7	1%
(29) Cc1cnc(C(=O)Nc2ccccc2-n2cccc2)cn1
→ -0.1%	1%	5%	-14%	2%	-3%	4%	4%	?	8	-4%
(30) CCN(CC)S(=O)(=O)c1cccc(NC(=O)COC(=O)c2ccc(Br)o2)c1
→ 0.1%	1%	1%	1%	4%	1%	5%	17%	8%	0	-6%
(31) Cc1cccc(C)c1NC(=O)NC1(C(=O)N2CCCCC2)CCCCC1
→ -0.6%	0%	1%	1%	-1%	-3%	2%	7%	-1%	2	0%
(32) O=C(NCc1ccccn1)Nc1ccc(Cl)c(Cl)c1
→ -0.4%	17%	4%	-18%	-1%	-8%	-3%[46.1 µM]	2%	29%	-3	-3%
(33) O=C(CCC(=O)c1ccc(F)cc1)OC1CCOC1=O (stereo unspecified)
→ -0.4%	5%	-3%	2%	-2%	3%	4%	15%	9%	-7	-4%
(34) CCNC(=S)N/N=C(\C)c1cccc(OC)c1
→ ?	?	0%	-5%	0%	25%	4%	?	12%	-8	-1%
(35) CCOc1ccc(-c2nnc(SCC(=O)NC3CC3)o2)cc1
→ 0.3%	-1%	0%	-3%	4%	-18%	3%	7%	?	0	0%
(36) CCCc1ccc(-c2cc(NC(=O)CSc3nnc(N)s3)n(-c3ccccc3)n2)cc1
→ 2.9%	?	19%	9%	1%	-10%	-7%[46.1 µM]	-7%	?	-3	-4%
